# D1 PAM: enhances dopamine response at the human D1 receptor | HEK293 TREx D1 cells, calcium flux, dopamine EC20 potentiation | 360,000 tested, 0.036% active | P21728 | potentiation, % at 10 µM | AID 504651; in the data active means potentiation above about 30%; further: 0% is about no effect
# Target sequence (P21728 whole entry, looked up): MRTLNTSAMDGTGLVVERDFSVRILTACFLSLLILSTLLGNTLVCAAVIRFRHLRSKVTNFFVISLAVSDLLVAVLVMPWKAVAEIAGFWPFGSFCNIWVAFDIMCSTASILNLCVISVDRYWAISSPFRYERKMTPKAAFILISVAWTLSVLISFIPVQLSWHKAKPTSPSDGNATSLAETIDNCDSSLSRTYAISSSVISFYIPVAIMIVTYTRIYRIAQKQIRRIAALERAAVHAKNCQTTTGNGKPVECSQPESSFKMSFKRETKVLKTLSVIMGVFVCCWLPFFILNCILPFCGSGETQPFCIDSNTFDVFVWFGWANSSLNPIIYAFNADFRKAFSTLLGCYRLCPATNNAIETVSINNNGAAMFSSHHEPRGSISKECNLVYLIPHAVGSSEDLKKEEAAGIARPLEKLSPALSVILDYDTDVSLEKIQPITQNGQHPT
# LDHA block: blocks human lactate dehydrogenase A; purified LDHA, NADH/diaphorase-resazurin fluorescence; active compounds read low; AID 1347041; 480,000 tested, 0.15% active; P00338; activity change, % (values are at about 110 or 230 µM); in the data active means activity change below about -30%; inconclusive means mostly about -25% to -30%;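 further: plate controls were DMSO wells for no effect and wells without enzyme for full effect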
#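 Resorufin fluorescence (ex540/em590), read at 0 and 20 min after diaphorase/resazurin addition, reports the NADH left after a 5 min room-temperature reaction of 2 nM human LDH5 with 0.06 mM NADH and 0.2 mM pyruvate.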
# D1 antag: human D1 dopamine receptor antagonism; P21728; HEK293 TREx D1 cells, calcium flux, dopamine EC80; active compounds read low; activity change, negative = inhibition, % at 10 µM; 360,000 tested, 3.2% active; AID 504652; in the data active means activity change below about -30%; further: on the % scale 0 is the no-effect control and ±100 the full control effect
#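 Allosteric or orthosteric antagonism assessed as attenuation of the calcium response to EC80 dopamine, added 180 s after compound, in induced HEK293 Trex D1 cells loaded with no-wash calcium dye.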
# RXFP1 ag: activates the human relaxin receptor RXFP1. HEK293T-RXFP1 cAMP TR-FRET, 30 min; response scale: percent of porcine relaxin response, buffer zero. 370,000 tested, 0.3% active. Q9HBX9. Potency, µM (titrated, usually from 57.5 µM), for the others: at the top dose activation, hits mostly activators; further: potency means the concentration at half of the fitted maximal effect; on the % scale 0 is the no-effect control and ±100 the full control effect; nearly all actives have a fitted effect of over 60% in size; many of its hits are not listed in these tables
#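 HEK293T cells stably expressing RXFP1 were pretreated with the PDE4 inhibitor Ro 20174, exposed to compounds for 30 min at 37C, lysed, and cAMP was read by TR-FRET. Data normalized to buffer (basal) and 29 nM porcine relaxin (100%).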
# D1 ag: human D1 receptor agonism; 360,000 tested, 1% active; P21728; AID 504660; HEK293 T-REx D1 cells, calcium flux, agonist mode; activation, % at 2 µM; in the data active means activation above about 30%; further: 0% is about no effect
#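 Inducible HEK293 T-REx D1 cells, force-coupled to calcium signalling, were plated at 4000 cells/well with tetracycline and held overnight at 30 C. After no-wash calcium dye loading, compound-evoked calcium rise over 180 s flagged agonists.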
# D2 PAM: positive allosteric modulators of human D2 dopamine receptor | P14416 | HEK293 T-REx D2, calcium flux, EC20 dopamine potentiation | potentiation, % at 10 µM | 340,000 tested, 0.34% active;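 active means potentiation over 3 SD above the plate norm, cut at about 30% in these data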; further: 0% is about no effect
# Target sequence (P14416 whole entry, looked up): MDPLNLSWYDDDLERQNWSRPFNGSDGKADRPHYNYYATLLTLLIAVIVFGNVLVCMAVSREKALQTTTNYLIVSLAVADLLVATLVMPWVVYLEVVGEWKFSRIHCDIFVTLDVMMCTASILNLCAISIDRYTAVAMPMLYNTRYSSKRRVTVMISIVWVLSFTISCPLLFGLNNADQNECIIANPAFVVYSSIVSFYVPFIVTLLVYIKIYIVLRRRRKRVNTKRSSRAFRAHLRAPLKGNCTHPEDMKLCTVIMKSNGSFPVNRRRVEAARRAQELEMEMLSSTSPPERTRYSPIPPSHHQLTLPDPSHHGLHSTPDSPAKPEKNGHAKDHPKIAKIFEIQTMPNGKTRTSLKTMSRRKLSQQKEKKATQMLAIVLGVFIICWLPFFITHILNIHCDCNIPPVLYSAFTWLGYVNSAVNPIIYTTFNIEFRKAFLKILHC
#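 Cells plated with tetracycline inducer and held overnight at 30 C; calcium dye loaded 30–90 min at room temperature; baseline taken, compound added and read 180 s; EC20 dopamine then added and read 180 s.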
# Vif-APOBEC3F blk: Vif-A3F binding inhibition | HeLa A3F-eYFP + Vif (tagged APOBEC3F with the HIV-1 protein that degrades it), YFP fluorescence increase | Potency, µM (top dose mostly 46.1 µM), inactives show at the highest dose activity, negative = active | 390,000 tested, 0.2% active; further: potency means the concentration at half of the fitted maximal effect; % of control where 0% means no effect; nearly all actives have a fitted effect of over 65% in size
#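 HeLa cells stably expressing Vif plus C-terminally eYFP-tagged A3F were seeded, incubated overnight at 37 deg C, dosed with compound, incubated overnight again at 37 deg C. Yellow fluorescence (Ex 488/Em 500-530) reported blocked Vif-mediated A3F-eYFP degradation.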
# Vif-A3G inh: blocks the Vif interaction with human APOBEC3G | Q9HC16 | HeLa A3G-eYFP + Vif (tagged APOBEC3G with the HIV-1 protein that degrades it), YFP fluorescence, overnight | Potency, µM (doses to about 46.1 µM), without a hit: at the top dose activity, negative = active, usual class: inhibitors | 410,000 tested, 0.076% active | AID 602310;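 further: potency means the concentration at half of the fitted maximal effect; on the % scale 0 is the no-effect control and ±100 the full control effect; nearly all actives have a fitted effect of over 60% in size; hits raise eYFP signal because A3G escapes Vif-driven loss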
#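 HeLa cells stably expressing Vif and C-terminally eYFP-tagged A3G, seeded overnight at 37 deg C, then exposed to compound by pintool overnight at 37 deg C. Rise in yellow fluorescence (Ex 488/Em 500-530, Acumen) marks blocked Vif-driven A3G degradation.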
# Glioma ERSR ind: inducers of ER stress response in human glioma cells; Potency, µM, without a hit: top-dose activation, usual class: activators; 420,000 tested, 0.02% active; U87-MG GRP78 promoter luciferase reporter, 16 h; further: potency means the concentration at half of the fitted maximal effect; series mostly up to about 76 µM; % of control where 0% means no effect; nearly all actives have a fitted effect of over 35% in size
#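 Stably transfected U87-MG glioma cells carrying a GRP78-based luciferase sensor; 16 h compound incubation. Luminescence end-point read 10 min after Bright-Glo addition at room temperature.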
# Active calls of the source: *; ? = inconclusive; · = no result given. Unless noted, the call rests on the fitted dose curve; in most records, active means well fitted curve in the direction sought with a large enough effect; inconclusive means small, poorly fitted or top-dose-only effect, or another doubt; inactive means no such curve, though single readings can be large; an effect the other way counts as inactive or inconclusive.
SMILES,D1 PAM,LDHA block,D1 antag,RXFP1 ag,D1 ag,D2 PAM,Vif-APOBEC3F blk,Vif-A3G inh,Glioma ERSR ind
O=C(Nc1cccc(C(F)(F)F)c1)c1cccc(NS(=O)(=O)c2ccc(Br)c(C(=O)O)c2)c1,-6.1,-3.2,3.2,1.5%,1.9,-9.4,-6.0%,-2.1%,-1.4%
Cc1ccc(OS(=O)(=O)c2cn(C)c(=O)n(C)c2=O)cc1C,-4.8,-8.5,13.5,0.9%,0.5,-5.3,7.6%,-1.9%,0.7%
COc1ccc(CNC(=O)C2CCCN(C(=O)c3cnn(-c4ccc(F)cc4)c3-n3cccc3)C2)cc1 (configuration not stated),2.6,-1.8,5.0,-1.0%,1.0,-0.5,-2.2%,-0.6%,-1.5%
COC(=O)Cn1c(N2CCCC2)nc2c1c(=O)n(C)c(=O)n2C,-0.2,-0.1,-7.7,4.0%,5.6,2.6,3.2%,-7.2%,-3.4%
O=C(c1cccc(S(=O)(=O)N2CCCC2)c1)N1CCCc2ccccc21,6.5,-0.2,9.0,1.4%,-0.4,0.0,10.6%,-0.4%,-0.7%
O=C(COC(=O)C1CC(=O)N(Cc2ccco2)C1)Nc1ccc(F)cc1F (configuration not stated),·,-3.3,·,·,·,·,-2.0%,2.5%,-0.9%
CCOC(=O)c1ccc(NC(=O)COc2ccc(S(=O)(=O)N3CCCC3)cc2)cc1,0.3,-4.2,3.2,2.3%,0.4,-0.3,?,1.0%,-1.8%
CCn1c(SCC(=O)N/N=C/c2ccc(C)o2)nnc1-c1ccc(C(C)(C)C)cc1,-1.5,-0.3,10.5,-0.6%,0.9,14.7,1.6%,-0.2%,0.0%
COc1ccc(Cl)cc1C(=O)Nc1ccccc1N1CCN(C)CC1,-6.8,-9.2,1.7,1.1%,11.0,-6.5,2.8%,-0.8%,-4.9%
CCC(=O)Nc1ccc2c(c1)ncn2-c1ccccc1,0.7,0.1,-4.2,1.1%,3.1,5.2,1.3%,-1.0%,3.2%
Cc1cc(C)c(OCCN2CC(C)OC(C)C2)c(Br)c1 (configuration not stated),6.0,-24.9,1.3,2.5%,6.2,·,25.6%,-10.3%,-2.4%
Cc1nnc2n1N=C(c1ccc3c(c1)NC(=O)CO3)CS2,3.5,-0.2,-5.8,0.8%,0.7,-0.1,0.8%,5.0%,1.1%
O=C(NCc1ccco1)c1cccc(N2CCCC2=O)c1,-0.8,-2.1,-4.9,1.6%,0.9,19.9,1.3%,2.2%,-0.6%
Nc1nc(NCc2ccco2)nc(N2CCCC2)c1[N+](=O)[O-],-1.6,-0.1,-3.9,0.5%,4.1,2.0,3.2%,-8.2%,5.0%
S=C1SCN(Cc2cccnc2)CN1Cc1ccccc1,-4.5,-6.3,-7.6,3.0%,6.2,·,-1.9%,-19.4%,-4.2%
Cc1c(/C=N/Nc2ccc(F)cc2)c(O)n(C)c(=O)c1C#N,-3.1,11.5,-14.3,15.8%,3.5,-0.5,-9.0%,-0.5%,-3.0%
CCN(CCO)c1ccc(NC(=S)Nc2cccc(S(=O)(=O)N(C)C)c2)cc1,-1.5,26.1,-4.5,0.6%,1.3,·,3.2%,-1.6%,1.4%
O=C(Nc1ccon1)c1cnc2sccn2c1=O,-3.6,-2.8,18.9,6.6%,0.1,2.9,·,-5.3%,1.1%
Cc1ccccc1C(=O)N1CCC(C(=O)Nc2ccccc2Cl)CC1,-10.0,-7.2,4.3,-0.1%,0.1,15.6,5.7%,-0.1%,-5.3%
CC(=O)c1ccc(OC(C)C)c(CSC(=N)N)c1,4.8,-0.3,-9.4,-0.6%,2.7,-0.8,-6.6%,1.6%,-3.5%
CC1CCCC(C)N1C(=O)COC(=O)c1cccnc1Cl (configuration not stated),·,-5.0,·,·,·,·,-0.1%,2.8%,2.3%
Cc1cc(C(=O)COC(=O)CN(C)S(=O)(=O)c2ccc(Cl)cc2)c(C)n1CC1CCCO1 (configuration not stated),1.1,-2.2,-5.4,0.3%,1.9,-8.2,-1.1%,1.8%,-4.4%
CCN1CCCC1CNS(=O)(=O)c1ccc(F)c(Cl)c1 (configuration not stated),-0.6,-13.1,1.5,-1.1%,6.8,-6.8,-30.8%,1.2%,-3.5%
CC1CN(C(=O)Nc2ccc(F)cc2)C2(CCCCCC2)O1 (configuration not stated),-2.1,-2.1,20.1,1.1%,-0.6,-2.7,3.0%,1.8%,-1.2%
C=CCn1c(C)cc(C(=O)COC(=O)C2CC(=O)N(CCc3ccc(OC)c(OC)c3)C2)c1C (configuration not stated),-0.9,-2.8,-3.9,-0.4%,5.9,3.8,5.4%,-2.7%,0.5%
# Additional records.
SMILES,D1 PAM,LDHA block,D1 antag,RXFP1 ag,D1 ag,D2 PAM,Vif-APOBEC3F blk,Vif-A3G inh,Glioma ERSR ind
O=C(c1ccc(C(=O)N2CCCc3ccccc32)s1)N1CCCc2ccccc21,1.4,-0.7,16.0,0.0%,-1.7,-11.5,-0.9%,6.0%,-5.8%
CCOC(=O)CSc1nnc(CNC(=O)c2cccs2)n1-c1cccc(C)c1,0.4,8.2,-8.1,1.1%,2.5,5.6,0.2%,0.0%,-3.6%
N#CCCN(Cc1ccccc1)C(=O)Nc1ccc2c(c1)CCO2,-10.9,-8.3,-8.8,3.1%,3.5,-4.0,-3.1%,0.9%,-0.2%
O=C(CSc1ncnc2ccccc12)Nc1ccc(N2CCOCC2)cc1,1.4,·,4.4,10.2%,0.3,-2.9,·,·,·
O=C(CN1CC(=O)Oc2ccccc21)OCC(=O)c1ccc(F)cc1,3.9,7.8,-1.4,-1.2%,7.7,5.6,9.4%,-12.5%,-1.3%
C/C(=N\NC(=O)c1ccccc1)c1nc2ccccc2n1C,-3.8,0.0,7.0,0.6%,6.0,1.7,-13.2%,2.3%,-2.4%
O/N=C/c1ccnc(SCc2ccccc2)n1,-1.2,-1.1,1.9,3.2%,3.9,5.7,6.0%,-6.0%,-1.1%
COc1ccc2nc(NC(=O)C3CCN(S(=O)(=O)c4cccnc4)CC3)sc2c1,-1.4,-11.8,-5.1,0.5%,1.5,1.2,-7.7%,2.0%,-1.0%
COc1cccc(-c2ccc(=O)n(CC(=O)NCCN3CCOCC3)n2)c1,-8.8,-9.6,-2.7,1.1%,1.7,0.9,-3.5%,-1.1%,-2.8%
Cc1cc2c(s1)c1cnn(Cc3cc(C(F)(F)F)cc(Cl)c3F)c(=O)c1n2C,-5.0,-0.7,-35.0*,·,5.6,·,·,·,·
COc1ccc(S(=O)(=O)N(CC(=O)Nc2cc(C)ccc2OC)Cc2ccccc2)cc1,-1.6,?,-1.6,0.0%,4.6,0.5,0.6%,0.7%,-0.9%
Cc1cccc(C(=O)NNC2=CC(=O)CC(C)(C)C2)c1O,-11.9,-1.1,-16.1,0.4%,5.3,3.7,1.3%,-1.3%,6.4%
CCC(C)(C)NC(=O)C(c1ccccn1)N(C(=O)c1csnn1)c1ccc(C)c(C)c1 (configuration not stated),1.4,-5.7,24.7,-0.2%,4.7,13.9,1.6%,2.0%,-2.9%
CCc1ccccc1NC(=O)c1ccc2c(SCC(=O)O)c3c(nc2c1)CCC3,-3.1,-7.0,-3.2,2.3%,0.2,3.7,-4.9%,-0.1%,6.8%
COc1ccc2c(c1)c(=O)c(C(=O)c1ccc(Cl)cc1)cn2CC(=O)Nc1ccc2c(c1)OCO2,2.0,1.8,-11.3,15.1%,-0.3,-2.4,-13.9%,3.9%,1.8%
C=CCSC(=S)NC1CCS(=O)(=O)C1 (configuration not stated),-1.5,-1.1,-11.5,-0.4%,0.3,7.0,1.6%,-7.1%,-3.1%
Cc1cccc(Nc2ncnc3onc(-c4ccc(Cl)cc4)c23)c1C,-0.1,1.2,24.7,0.6%,4.1,3.5,-3.6%,-5.1%,-2.5%
OCC[C@H]1C[C@H](O)[C@@H](O)[C@]2(Cc3ccccc3O2)O1,0.1,-1.4,27.6,1.0%,0.5,-4.4,6.5%,4.1%,-1.5%
COc1ccc(OC)c(NC(=O)Cc2csc(NC(=O)Nc3ccccc3OC)n2)c1,0.5,2.9,13.4,0.6%,0.5,11.9,-16.0%,-7.2%,-4.6%
O=C(COC(=O)c1cccnc1Cl)Nc1cc(S(=O)(=O)N2CCOCC2)ccc1Cl,10.6,-4.4,-12.4,10.7%,4.2,6.5,-9.1%,-2.1%,-3.3%
CC(C)CNC(=O)COC(=O)c1cncc(Br)c1,-5.8,0.2,6.3,2.1%,2.2,-7.0,-8.2%,-1.5%,-1.8%
CCn1c(C(=O)N2CCC(C(=O)NCCc3ccccc3)CC2)cc2sccc21,-6.3,2.5,-29.8,7.2%,1.5,5.2,12.6%,-0.1%,-2.3%
CCN(C(=O)COC(=O)c1cc(S(=O)(=O)N(C)C)ccc1Cl)C1CCS(=O)(=O)C1 (configuration not stated),0.8,-6.3,10.9,-2.6%,0.3,17.7,-20.9%,-0.6%,-2.2%
CCN(CC)c1ccc(NC(=O)Cn2nc3c(cc2=O)CCCC3)c(C)c1,-2.8,-0.8,3.2,-0.6%,-0.3,·,-12.6%,-1.7%,0.9%
O=C(O)c1ccc(-n2cccn2)nc1,-4.8,-2.6,5.7,0.6%,0.8,3.3,4.0%,-8.4%,-2.3%
Cc1nc(SC2CC(=O)N(c3ccccc3)C2=O)nc2c1CCCC2 (configuration not stated),-8.7,-1.2,-24.0,4.3%,0.9,-3.0,-4.0%,-1.1%,-0.2%
Cc1ccc(NC(=S)NC(=O)c2ccc(-c3ccccc3)cc2)cc1,·,-4.1,·,·,·,·,-0.1%,-0.9%,-3.8%
O=C(Nc1nnc(C2CC2)s1)c1cc(Cl)sc1Cl,-4.8,-6.3,-15.1,3.5%,4.7,-4.8,-8.2%,-0.9%,7.9%

# Reprinted from the entries so far, 2 compounds:
SMILES,D1 PAM,LDHA block,D1 antag,RXFP1 ag,D1 ag,D2 PAM,Vif-APOBEC3F blk,Vif-A3G inh,Glioma ERSR ind
Cc1ccc(NC(=S)NC(=O)c2ccc(-c3ccccc3)cc2)cc1,·,-4.1,·,·,·,·,-0.1%,-0.9%,-3.8%
O=C(Nc1nnc(C2CC2)s1)c1cc(Cl)sc1Cl,-4.8,-6.3,-15.1,3.5%,4.7,-4.8,-8.2%,-0.9%,7.9%

# Not all compounds are listed (hit frequency here may not be typical).
